From PubChem BioAssay
UPR XBP1 act – adaptive UPR (XBP1) activation | CHO-XBP1 luciferase reporter, IRE1-XBP1 UPR activation, luminescence; percent of tunicamycin response, DMSO as zero | activation, % at 20 µM | actives 0.33% (n = 330,000);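 active means versus positive control, 20 µM dose yields 30% or more activation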;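 further: 100% = tunicamycin at 10 µg/mL and 0% = DMSO only wells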
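Material: CHO-XBP1 cells stably carrying IRE1-XBP1-driven luciferase reporter / Amount: 1000 cells per well / Compound: 20 µM, 1% DMSO / Times: 6 h treatment, 37 °C / Detection: luciferase luminescence / Measure: % activation of reporter signal versus tunicamycin and DMSO controls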
Mdm2-MdmX inh – disrupts the human Mdm2-MdmX interaction. actives 3% (n = 330,000). inhibition, % at 8 µM. O15151+Q00987. SaOS-2 split-luciferase Mdm2/MdmX complementation, luminescence;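 active means inhibition of at least 50% at 8 µM in the primary screen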
Target sequence (O15151 whole entry, looked up): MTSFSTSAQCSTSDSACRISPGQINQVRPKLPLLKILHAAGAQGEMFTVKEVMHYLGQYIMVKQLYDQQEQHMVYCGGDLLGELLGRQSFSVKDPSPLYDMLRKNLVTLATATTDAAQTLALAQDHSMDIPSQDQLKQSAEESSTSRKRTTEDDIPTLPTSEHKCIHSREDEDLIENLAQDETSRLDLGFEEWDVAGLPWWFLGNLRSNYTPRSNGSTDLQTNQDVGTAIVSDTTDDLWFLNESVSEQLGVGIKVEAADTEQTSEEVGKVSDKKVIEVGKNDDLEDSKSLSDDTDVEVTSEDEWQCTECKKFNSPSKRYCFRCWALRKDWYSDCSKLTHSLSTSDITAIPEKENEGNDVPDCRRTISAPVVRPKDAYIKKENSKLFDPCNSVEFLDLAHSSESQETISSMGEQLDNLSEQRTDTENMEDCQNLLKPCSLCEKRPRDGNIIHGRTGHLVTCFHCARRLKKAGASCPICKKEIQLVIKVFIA
Target sequence (Q00987 whole entry, looked up): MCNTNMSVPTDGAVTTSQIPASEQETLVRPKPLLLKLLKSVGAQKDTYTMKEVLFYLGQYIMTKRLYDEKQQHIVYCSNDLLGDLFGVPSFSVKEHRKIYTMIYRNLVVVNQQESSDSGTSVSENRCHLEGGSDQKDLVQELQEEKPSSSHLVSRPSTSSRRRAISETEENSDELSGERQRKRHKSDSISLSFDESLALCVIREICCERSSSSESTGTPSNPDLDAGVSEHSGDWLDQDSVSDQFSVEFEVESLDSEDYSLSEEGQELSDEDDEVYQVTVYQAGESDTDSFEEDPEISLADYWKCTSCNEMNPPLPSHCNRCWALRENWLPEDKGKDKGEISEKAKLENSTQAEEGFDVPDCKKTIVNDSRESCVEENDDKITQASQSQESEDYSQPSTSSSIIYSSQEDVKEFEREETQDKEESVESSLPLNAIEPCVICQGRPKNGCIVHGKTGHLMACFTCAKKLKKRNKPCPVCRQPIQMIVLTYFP
Gli-Sufu antag – blocks Gli-Sufu signaling in a luciferase reporter; Sufu-KO-LIGHT fibroblasts, Gli luciferase reporter luminescence; inhibition, % at 5 µM; actives 0.74% (n = 340,000);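 active means inhibition above about 55%, limit read from the data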;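 further: 0% = DMSO-treated cells and 100% = wells with medium but no cells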
Jurkat NFkB inh – lowers PMA/ionomycin-induced NF-kB signal in Jurkat cells; PMA/ionomycin-induced NF-kB luciferase reporter, luminescence; AID 435003; inhibition, % at 4 µM; actives 0.53% (n = 330,000); in the data active means inhibition above about 50%
697 NFkB inh – lowers PMA/ionomycin-induced NF-kB signal in 697 B cells. inhibition, % at 4 µM. actives 0.33% (n = 330,000). 697 B-cell NF-kB luciferase reporter, 16 h. AID 435022; in the data active means inhibition above about 35%
UPR CHOP act – activators of apoptotic arm of unfolded protein response (CHOP); CHO-CHOP luciferase reporter, UPR activation, luminescence; percent of tunicamycin response over DMSO baseline; activation, % at 10 µM; actives 0.34% (n = 330,000);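 active means at 10 µM dose, activation of 40% or more, normalized to positive control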;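 further: 100% = tunicamycin at 10 µg/mL and 0% = DMSO alone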
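Test system: CHO-CHOP cells, stable luciferase reporter of PERK-eIF2a-CHOP signalling | Quantity: 500 CHO-CHOP cells per well | Buffer or medium: F12 plus 10% serum | Compound dosing: 10 µM single point, 0.5% DMSO | Schedule: 6 h compound treatment, 37 °C | Signal: Luciferase luminescence | Control set: Tunicamycin high control, DMSO low control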
EBI2 block – EBI2 (human) antagonism; EBI2 beta-arrestin recruitment, luminescence, 7a,25-OHC stimulated; P32249; actives 0.81% (n = 360,000); inhibition, % at 5 µM; in the data active means inhibition above about 38%;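 further: enzyme fragment complementation signal reports receptor beta-arrestin coupling in cells; 0% = agonist plus DMSO wells and 100% = wells without agonist; some results beyond the cut were filed as inactive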
CCR6 antag – blocks CCL20-driven beta-arrestin recruitment at human CCR6; CHO-K1 CCR6 PathHunter beta-arrestin, luminescence, CCL20-stimulated; actives 0.49% (n = 340,000); P51684; inhibition, % at 20 µM;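 active means compounds whose inhibition of the agonist-driven luminescence signal at 20 µM reaches about 50%, limit read from the data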;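 further: cells stimulated with CCL20 at 14 nM final; plate controls were DMSO with CCL20 for no effect and DMSO without agonist for full effect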
CXCR6 inh – inhibitors of human CXCR6 receptor | actives 0.36% (n = 360,000) | inhibition, % at 20 µM | CHO-K1 PathHunter CXCR6 beta-arrestin, luminescence; in the data active means inhibition above about 34%, passing the limit was not always enough;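 further: antagonist mode with CXCL16 agonist at 10 nM final; 0% = 10 nM CXCL16 with DMSO and 100% = unstimulated wells without agonist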
The depositor's hits bear a star; nt = no result given.

SMILES	UPR XBP1 act	Mdm2-MdmX inh	Gli-Sufu antag	Jurkat NFkB inh	697 NFkB inh	UPR CHOP act	EBI2 block	CCR6 antag	CXCR6 inh
COCCN(C(=O)CSc1ncccn1)c1c(N)n(Cc2ccccc2)c(=O)[nH]c1=O	1	-4	2	17	5	-0.9	-1	16	5
COc1cccc(CN(C)C(=O)[C@@H](NC(=O)c2ccc(C)cc2)C(C)C)c1	-4	-25	4	12	-13	0.3	3	-2	-6
CSC1=NC2(C[C@H]2c2ccccc2)C(=O)N1C (stereo partly drawn)	-1	2	-3	0	12	1.5	-6	2	-6
CCN(CCO)c1ncnc2c1sc1nc(C(C)C)c3c(c12)CC(C)(C)OC3	13	9	-13	-8	-7	0.3	17	10	11
O=C(NC1CCS(=O)(=O)C1)/C(=C/c1ccco1)NC(=O)c1ccccc1 (stereo not drawn)	-3	-12	-2	-3	-7	-0.1	-10	-1	1
O=C(c1ccc2c(=O)n(CCc3ccccc3)c(=O)[nH]c2c1)N1CCN(c2ccccc2)CC1	1	23	6	2	0	3.3	5	4	-1
CC(NC(=O)COC(=O)c1cc([N+](=O)[O-])ccc1N1CCOCC1)c1ccc(F)cc1 (stereo not drawn)	3	-16	3	3	10	-0.7	7	9	10
Cc1ccccc1C(=O)N1CCN(c2ccc(NC(=O)c3ccccc3[N+](=O)[O-])cc2)CC1	-4	27	-13	9	-5	-0.2	5	13	-3
Cc1ccnc(Sc2ccc([N+](=O)[O-])cc2[N+](=O)[O-])n1	-2	40	4	-21	32	11	-79	-17	5
Cc1ccc(C)c(S(=O)(=O)c2c(C)cc(C)[nH]c2=O)c1	-3	31	3	-39	-17	-1.8	1	5	0
O=C(Nc1ccc(Cl)cc1)c1ccc(-c2ccccn2)s1	7	-4	-63	-121	3	5.5	11	6	-12
Cc1ccc(-c2nn(-c3ccccc3)cc2C(=O)N2CCN(C3CCS(=O)(=O)C3)CC2)cc1 (stereo not drawn)	1	11	1	9	15	0.5	-12	-1	5
COc1ccccc1C(=O)Nc1ccccc1C(=O)N1C(C)CCCC1C (stereo not drawn)	-1	16	12	-2	7	-4.5	-3	-3	-7
COC(=O)C1=C(C)N=c2s/c(=C/c3cccs3)c(=O)n2C1c1cccs1 (stereo not drawn)	-2	13	20	5	-14	-0.3	25	8	-4
COc1ccc(CCN(C)C(=O)CSc2ncnc3sccc23)cc1OC	-1	31	4	27	5	-2.5	15	5	7
COCCNC(=O)C(=O)N/N=C(\C)CC(=O)Nc1cccnc1	-1	-9	20	11	14	0.3	-7	13	4
CCC(CC)NC(=O)Cc1ccccc1[N+](=O)[O-]	-4	10	12	-11	-16	0.4	0	5	0
CC(C)(C)OC(=O)N(CCc1ccccc1)Cc1cccc(OCc2cccc(NC(=O)C3CC3)c2)c1	nt	nt	-5	nt	nt	nt	17	9	-1
CC(=O)Nc1ccc(NC(=O)CSc2ncc(C(=O)Nc3ccc(F)cc3)c(=O)n2C)cc1	2	-13	-12	8	9	7.8	14	9	1
COc1ccc(C2=CC3=C(Br)C(=O)C(C)(OC(=O)C4CCCC4)C(=O)C3=CO2)cc1 (stereo not drawn)	2	5	-9	-3	11	1.0	-11	0	1
CC(C)n1cc(NC(=O)C2CC(c3cccc(Br)c3)=NO2)cn1 (stereo not drawn)	-2	38	-11	3	-25	0.5	5	16	-2
CCC(NC(=O)CCc1c(C)c2cc3c(C)c(C)oc3cc2oc1=O)C(=O)N[C@@H](Cc1ccccc1)C(=O)O (stereo partly drawn)	2	-26	-35	0	7	1.8	1	7	0
COc1ccccc1C(=O)NCC(=O)OCC(=O)Nc1ccc2[nH]c(=O)[nH]c2c1	-2	13	-1	5	8	-0.1	-3	-6	0
CC1CN(S(=O)(=O)c2ccc(C(=O)Nc3nc(-c4cc5ccccc5o4)cs3)cc2)CC(C)O1 (stereo not drawn)	48*	76*	75*	43	74*	13	6	3	0

Molecules shown so far containing an aryl thioether with sulfur outside any ring (four):
SMILES	UPR XBP1 act	Mdm2-MdmX inh	Gli-Sufu antag	Jurkat NFkB inh	697 NFkB inh	UPR CHOP act	EBI2 block	CCR6 antag	CXCR6 inh
COCCN(C(=O)CSc1ncccn1)c1c(N)n(Cc2ccccc2)c(=O)[nH]c1=O	1	-4	2	17	5	-0.9	-1	16	5
Cc1ccnc(Sc2ccc([N+](=O)[O-])cc2[N+](=O)[O-])n1	-2	40	4	-21	32	11	-79	-17	5
COc1ccc(CCN(C)C(=O)CSc2ncnc3sccc23)cc1OC	-1	31	4	27	5	-2.5	15	5	7
CC(=O)Nc1ccc(NC(=O)CSc2ncc(C(=O)Nc3ccc(F)cc3)c(=O)n2C)cc1	2	-13	-12	8	9	7.8	14	9	1

Following part.
SMILES	UPR XBP1 act	Mdm2-MdmX inh	Gli-Sufu antag	Jurkat NFkB inh	697 NFkB inh	UPR CHOP act	EBI2 block	CCR6 antag	CXCR6 inh
Cc1ccccc1-c1cc(C(=O)Nc2sc(C(=O)OC(C)C)c(C)c2C#N)c2ccccc2n1	1	72*	25	16	37*	4.4	9	-32	-4
CC(=O)c1ccc2c(c1)c(C#N)c1ccccc1[n+]2[O-]	2	-7	24	-24	1	-0.8	-7	-9	-14
CCCCN(CCCC)CC(O)Cn1c2ccccc2c(=O)c2ccccc21 (stereo not drawn)	-1	19	8	-2	-34	-1.7	19	3	-6
COc1ccc(C2SCC(=O)N2Cc2ccccc2)cc1 (stereo not drawn)	-3	10	4	-4	-1	0.8	2	13	3
CCCN(CC1CC1)C(=O)COC(=O)c1oc2c(F)cccc2c1C	-1	27	-10	8	7	-1.3	-2	18	-1
Cc1ccc(S(=O)(=O)N2CCN(C(=O)c3cc4c(C)nn(-c5ccccc5C)c4s3)CC2)cc1	-1	42	0	20	-6	-2.5	3	15	2
CC(CC(=O)c1cccs1)CC(=O)c1cccs1	4	-61	-40	-59	-24	2.5	-10	6	-8
O=C(Nc1nnc(-c2ccc(Cl)cc2)o1)C1=COCCO1	1	-7	-5	2	-2	0.3	-5	5	0
O=C(O)CCCNC(=O)/C(=C\c1ccccc1F)NC(=O)c1ccccc1	1	12	-14	0	4	1.9	-4	-3	8
CCCCc1ccc(NC(=O)COc2ccc(C(=O)Nc3ccccc3OCC)cc2)cc1	3	-4	-4	-9	11	8.4	-8	-7	-5
O=C(COc1ccc2ccccc2c1)N1CCN(C(=O)c2ccco2)CC1	-2	3	-4	-2	7	-2.9	73*	8	-12
Cc1ccccc1NC(=O)Cc1nnc(NC(=O)Nc2ccccc2F)s1	4	77*	-7	-6	-11	-1.5	3	8	2
COc1ccccc1CNC(=O)C(C)n1nc(C)c2c(C)n(-c3ccccc3)nc2c1=O (stereo not drawn)	1	2	17	5	2	0.6	0	26	9
CN(C(=O)CSc1nc2ccccc2o1)C1CCS(=O)(=O)C1 (stereo not drawn)	0	-19	-7	-19	-8	3.5	0	3	4
CCOc1ccc(/C=C2\SC(=S)N(C(C(=O)O)c3ccccc3)C2=O)cc1OC (stereo not drawn)	-1	3	-15	-4	1	0.6	-4	30	14
O=C(C1=C[C@H](C2CCCCC2)C[C@H](OCCCCO)O1)N1CCN(Cc2ccccc2)CC1	-2	27	16	7	-2	1.6	8	3	-2
Cc1cccc(Nc2nc3ccccc3n3nnnc23)c1	-1	37	-7	-21	4	-0.9	5	5	5
COc1ccc(-n2c(Cc3cccn3C)nnc2SCC(=O)NCc2ccccc2Cl)cc1	-3	1	3	-8	10	-0.1	56*	19	5
CN(C(=O)CSc1nncc2ccccc12)c1ccccc1	1	-16	0	1	4	2.5	-6	6	-4
COC(=O)Cn1c2ccc(OC)cc2c2nc(C)sc21	-3	22	-2	0	2	-1.1	9	9	3
CCOC(=O)c1cnc(-n2cc(C)cn2)nc1NCc1ccc2c(c1)OCO2	1	4	-3	0	9	-1.4	31	15	13
COc1ccc(C(=O)NNC(=S)NC(=O)c2cccnc2)cc1	0	15	nt	6	4	-0.5	-1	20	5
CC(C)c1nnc(NC(=O)CN(C)S(=O)(=O)c2ccc3c(c2)OCCO3)s1	-2	10	-68	-12	8	-2.8	-4	-2	8
NS(=O)(=O)c1ccc(NC(=O)/C=C/c2cn(-c3ccccc3)nc2-c2cccc(Cl)c2)cc1	7	50*	nt	0	12	3.2	20	17	2

Retrieved one by one from the entries so far:
SMILES	UPR XBP1 act	Mdm2-MdmX inh	Gli-Sufu antag	Jurkat NFkB inh	697 NFkB inh	UPR CHOP act	EBI2 block	CCR6 antag	CXCR6 inh
O=C(C1=C[C@H](C2CCCCC2)C[C@H](OCCCCO)O1)N1CCN(Cc2ccccc2)CC1	-2	27	16	7	-2	1.6	8	3	-2
CN(C(=O)CSc1nc2ccccc2o1)C1CCS(=O)(=O)C1 (stereo not drawn)	0	-19	-7	-19	-8	3.5	0	3	4
COC(=O)Cn1c2ccc(OC)cc2c2nc(C)sc21	-3	22	-2	0	2	-1.1	9	9	3
CN(C(=O)CSc1nncc2ccccc12)c1ccccc1	1	-16	0	1	4	2.5	-6	6	-4

The list continues:
SMILES	UPR XBP1 act	Mdm2-MdmX inh	Gli-Sufu antag	Jurkat NFkB inh	697 NFkB inh	UPR CHOP act	EBI2 block	CCR6 antag	CXCR6 inh
O=C(/C=C/c1ccccc1)OCC(=O)c1c[nH]c2ccccc12	-1	9	0	6	-27	-1.9	1	5	-7
COc1ccc2ccccc2c1/C=N/Nc1cccc(C(=O)O)c1	1	-28	-25	-16	-11	5.2	4	0	-3
Fc1ccccc1CNCC1CCCO1 (stereo not drawn)	-4	0	3	6	-15	0.6	-4	-4	-7
COc1ccc(Nc2nc(N/N=C/c3ccc(N(C)C)cc3)nc(C)c2[N+](=O)[O-])cc1	11	30	-7	26	-51	6.2	4	18	13
O=C(NCCc1ccc(Cl)cc1)c1ccc2[nH]c(=O)c(=O)[nH]c2c1	-6	-31	20	-3	-16	-0.6	3	4	-11
CC1=NNC(=O)C1C(c1ccc(Cl)cc1)C(C#N)C#N (stereo not drawn)	-2	-10	-10	7	-2	-1.4	1	11	-3
CCN(CCNC(=O)C1=C(C)C(=O)OC12CCC(C)CC2)c1ccccc1 (stereo not drawn)	-1	14	7	2	2	-1.3	3	5	3
O=C(CCc1ccc(S(=O)(=O)N2CCOCC2)cc1)Oc1ccccc1	-1	-3	-2	3	-4	-0.1	-7	1	-4
COc1ccc(S(=O)(=O)Nc2c(C(=O)O)[nH]c3ccc(OC)cc23)cc1	1	-24	-3	5	8	1.5	0	-33	-6
CC(=O)c1c(C)[nH]c(C(=O)Nc2nc(C)cs2)c1C	-6	15	-23	-50	-70	-8.5	2	-7	-2
COc1cccc(CN2CCCC(C(=O)N3CCCCC3)C2)c1 (stereo not drawn)	-1	3	5	3	10	0.0	-7	13	-3
COc1ccc2c(c1)c(CC(=O)Nc1cc(C)ccc1C)c(C)n2C(=O)c1ccc(Cl)cc1	-3	18	23	16	-8	0.7	32	-29	6
Oc1c(C(c2ccccn2)N2CCCCC2)cc(Cl)c2cccnc12 (stereo not drawn)	11	65*	0	-4	-9	5.3	20	63*	26
CC(Sc1nnnn1C1CC1)C(=O)Nc1cccc(S(=O)(=O)N2CCOCC2)c1 (stereo not drawn)	-3	14	8	14	10	0.6	1	8	18
Cc1ccc(-c2nc(SCC(=O)Nc3ccccc3OC(F)F)c3c(C)c(C(=O)O)sc3n2)cc1	5	-24	nt	-3	-2	2.1	nt	nt	nt
CCN(CC)c1ccc(/C=C2\NC(=O)NC2=O)cc1	1	63*	-3	32	-20	0.3	0	-5	8
CN(C)S(=O)(=O)c1ccc(C(=O)OCC(=O)NC(=O)NC2CCCC2)cc1	4	-12	-4	-15	2	-0.6	-1	6	0
Cc1ccsc1/C=C1/C(=O)NN(c2ccccc2)C1=O	9	13	-13	-13	-1	3.7	0	19	12
